KCNH2 3.1 block – blocks the human KCNH2 3.1 channel isoform; AID 720553; hit rate 0.95% among 340,000; activity change, % (tested at about 1.8 µM); U2OS KCNH2 3.1, thallium flux FluxOr; stronger effect = lower value;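 active = maximum activity change below -70%; inconclusive = maximum activity change from -70% to -50%; inactive = maximum activity change above -50%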;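 also: thallium influx rate constant from kinetic fluorescence after stimulation buffer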
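Measured as rate of thallium-driven FluxOr signal in transduced U2OS cells carrying the 3.1 channel, read kinetically for 2 min upon stimulation; values are rate constants scaled to DMSO control wells.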
GALK inh – blocks human galactokinase activity | P51570 | Purified GALK, Kinase-Glo residual ATP luminescence | Potency, µM (highest dose often 57.5 µM), inactives show at the highest dose activity change, negative = inhibition, hits mostly inhibitors | hit rate 0.007% among 270,000 | AID 1868; also: potency is read from the fitted curve at half-maximal effect
Target sequence (P51570 whole entry, looked up): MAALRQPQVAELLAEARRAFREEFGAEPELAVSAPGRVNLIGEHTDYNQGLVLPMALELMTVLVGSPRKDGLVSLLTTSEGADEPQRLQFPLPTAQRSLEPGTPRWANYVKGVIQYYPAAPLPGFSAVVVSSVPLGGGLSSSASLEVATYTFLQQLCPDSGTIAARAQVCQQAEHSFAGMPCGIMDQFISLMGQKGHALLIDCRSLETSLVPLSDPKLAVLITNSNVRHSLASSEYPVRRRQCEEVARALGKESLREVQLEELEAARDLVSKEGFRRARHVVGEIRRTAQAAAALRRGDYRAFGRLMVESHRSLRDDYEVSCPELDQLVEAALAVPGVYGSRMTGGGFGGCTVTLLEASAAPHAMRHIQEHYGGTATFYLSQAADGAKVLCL
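The enzyme phosphorylates galactose (100 uM) using ATP (35 uM); inhibition is detected as higher residual ATP, quantified by bioluminescence after 1 h reaction at room temperature, pH 8.0.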
BCR signal inh – blocks chronic active B-cell receptor signaling; ABC-DLBCL IkBa-CBG/CBR reporter, luminescence ratio, 4 h; Potency, µM (series often up to 46.1 µM), without a hit: at the top dose ratio change, negative = lower green/red ratio, actives largely listed as inhibitors; hit rate 0.05% among 340,000; AID 493014; active = well fitted inhibition curve with a large enough effect in the signal ratio, with a control signal flat, not every such curve was filed as active; inconclusive = small, poorly fitted or top-dose-only effect, or effect the other way, or a change in a side signal; the % refers to the signal ratio;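 also: potency is read from the fitted curve at half-maximal effect; plate controls were basal doxycycline-induced cells for no effect and cells given 10 µM MG132 for full effect; MG132 reads +100%, hits lower the ratio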
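TMD8 ABC-DLBCL cells carrying doxycycline-inducible green luciferase fused to IkappaBalpha plus unfused red luciferase were exposed to compounds (up to 46 uM) for 4 hrs at 37C. Activity came from the overlap-corrected green/red luminescence ratio.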
USP2a block – blocks human ubiquitin-specific protease USP2a. O75604. USP2 core, Ub-CHOP2 coupled fluorogenic reporter, 485/531. Potency, µM (titrated, usually from 38.3 µM), for inactives: at the top dose activity change, negative = inhibition, hits mostly inhibitors. hit rate 0.01% among 330,000. AID 463254;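 also: potency is read from the fitted curve at half-maximal effect; plate controls were DMSO wells for no effect and full inhibition by NEM control for full effect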
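Deubiquitinase activity read as fluorescence (485/531 nm) after Ub-CHOP2 cleavage activates the enterokinase reporter on its substrate; USP2 core 10nM, Ub-CHOP2 and substrate 25nM each, 30min compound preincubation then 60min RT; data normalized to NEM, curves fitted.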
B2AR arrestin – beta2AR (human) beta-arrestin recruitment activity; beta-arrestin recruitment to beta2AR, cell-based reporter; hit rate 0.02% among 330,000; Potency, µM (titrated, usually from 46.1 µM), for the others: at the highest dose activation, most hits filed as activators; AID 492947;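 also: potency is read from the fitted curve at half-maximal effect; 0% = DMSO controls and full agonism = EC100 isoproterenol or metaproterenol; nearly all actives have a fitted effect of over 65% in size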
FBPA coupling cs – inhibits coupling enzyme system, counter-screen for aldolase hits | coupling enzyme system counterscreen, AmpLite Red fluorescence | activity change, negative = inhibition, % at 58.2 µM, hits read low | hit rate 0.67% among 290,000 | AID 2472; in the data active = activity change below about -30%
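Activity here indicates interference with the coupling reaction, not aldolase inhibition. Compounds at 57.5 uM final met coupling enzymes for 10 min at RT; substrate and AmpLite Red detection followed, with a 525/598 nm fluorescence read after 20 min.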
uPA generation – blocks generation of uPA at the cell surface. cell surface uPA generation assay, qHTS. Potency, µM (doses to about 38.3 µM), for the others: at the highest dose activity change, negative = inhibition, actives largely listed as inhibitors. hit rate 0.31% among 330,000; active = well fitted inhibition curve with a large enough effect; inconclusive = small, poorly fitted or top-dose-only effect; inactive = no such curve, though single readings can be large or run the other way; tested in mouse RAW 264.7 cells; also: potency is read from the fitted curve at half-maximal effect; nearly all actives have a fitted effect of over 55% in size
hERG WT inh – KCNH2 (human, wildtype) channel inhibition. U2OS, BacMam KCNH2, thallium flux FluxOr; stronger effect = lower value. activity change, % at 1.84 µM. hit rate 0.37% among 340,000. AID 720551;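 active = maximum activity change below -70%; inconclusive = maximum activity change between -70% and -50%; inactive = maximum activity change above -50%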
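U2OS cells transduced with wild-type KCNH2 virus are loaded with FluxOr dye for 45 min, and thallium flux is measured in kinetic reads before and after stimulation buffer. Rate constants are normalized to DMSO controls.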
Giardia killer – kills Giardia lamblia; Giardia lamblia trophozoite viability; activity change, % at 7.66 µM, hits read low; hit rate 0.15% among 340,000; in the data active = activity change below about -80%; inconclusive = between about -30% and that limit;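 also: parasites exposed to compound for two days anaerobically before the ATP read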
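Viability, read as ATP luminescence: trophozoites at 100 cells/well, compound added, 48 hrs anaerobic at 37 deg C, then 15-30 min room-temperature development before reading.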
Eya2 inh – Eya2 (human) phosphatase inhibition | O00167 | recombinant Eya2, OMFP fluorescence dephosphorylation (OMFP is methylfluorescein phosphate) | Potency, µM (highest dose often 76.9 µM), inactives show at the highest dose activity, negative = inhibition, most hits filed as inhibitors | hit rate 0.006% among 330,000; also: potency is read from the fitted curve at half-maximal effect
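Eya2 (0.2 uM) preincubated 10 min at ambient with compound, then OMFP substrate added at 50 uM; 10 min reaction in 50 mM HEPES pH 7.5, 50 mM NaCl, 5 uM MgCl2, 0.05% BSA, 1 mM DTT. Fluorescence read at Ex 485/Em 525 nm.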
PKM2 act – increases activity of human pyruvate kinase M2; purified PKM2, Kinase-Glo ATP luminescence, activation; response scale: 0% is enzyme alone, no compound; Potency, µM (series often up to 57.5 µM), for inactives: at the highest dose activation, most hits filed as activators; hit rate 0.34% among 260,000; AID 1631; also: potency is read from the fitted curve at half-maximal effect; nearly all actives have a fitted effect of over 55% in size
Target sequence (P14618 whole entry, looked up): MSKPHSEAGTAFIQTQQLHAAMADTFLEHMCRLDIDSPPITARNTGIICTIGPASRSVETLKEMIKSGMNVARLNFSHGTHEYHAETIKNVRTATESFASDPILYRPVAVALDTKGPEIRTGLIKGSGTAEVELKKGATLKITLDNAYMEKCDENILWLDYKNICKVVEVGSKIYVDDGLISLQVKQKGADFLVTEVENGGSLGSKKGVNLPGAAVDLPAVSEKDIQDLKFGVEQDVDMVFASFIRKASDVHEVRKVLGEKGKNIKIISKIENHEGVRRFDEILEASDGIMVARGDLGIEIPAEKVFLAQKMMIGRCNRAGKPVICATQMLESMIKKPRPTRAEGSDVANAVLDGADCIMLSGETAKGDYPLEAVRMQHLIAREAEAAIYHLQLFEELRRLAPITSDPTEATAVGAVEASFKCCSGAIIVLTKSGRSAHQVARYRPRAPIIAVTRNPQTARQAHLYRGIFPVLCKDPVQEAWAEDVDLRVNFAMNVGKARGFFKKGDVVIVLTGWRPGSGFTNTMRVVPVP
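hPK-M2, >95% pure; 0.1 mM ADP / 0.5 mM PEP final; imidazole pH7.2 buffer w/ 7 mM MgCl2, 50 mM KCl; 1 h RT; Kinase-Glo lum. Intermediate enzyme activity for dual inhibitor/activator qHTS.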
The depositor's hits bear a star; ? = inconclusive; nt = not tested or not shown; & = joins results of further samples; [ ] = another dose, or the depositor's remark. Unless noted, calls follow the shape of the dose curve; as a rule, active = well fitted curve in the direction sought with a large enough effect; inconclusive = small, poorly fitted or top-dose-only effect, or another doubt; inactive = no such curve, though single readings can be large; an effect the other way counts as inactive or inconclusive. Unless noted, % is scaled to controls: 0 for no effect and ±100 for the full control effect.

Each structure is followed by: KCNH2 3.1 block, GALK inh, BCR signal inh, USP2a block, B2AR arrestin, FBPA coupling cs, uPA generation, hERG WT inh, Giardia killer, Eya2 inh, PKM2 act
#1 Cc1nn(C)cc1S(=O)(=O)Nc1cccc(Cl)c1
→ 0, -1%, 0%, 0%, -0.1%, -1, 0%, -3, -18, -1%, 15%
#2 CCOC(=O)c1ccc(Nc2cc(C)nc3nc(C)nn23)cc1
→ 8, nt, -5%, 2%, -0.8%, 5, 15%, 1, -22, -4%, -1%
#3 CC1CC(C)CN(C(C)C(=O)Nc2cc(S(=O)(=O)N3CCCCC3)ccc2Cl)C1 (configuration not stated)
→ -7, nt, -12%, -6%, -1.0%, nt, -5%, 1, 8, -24%, nt
#4 COc1cccc(-c2noc(-c3ccoc3C)n2)c1
→ -3, 1%, ?, -1%, -0.2%, 0, 4%, -5, -2, -18%, -13%
#5 COc1ccc(-c2onc(C)c2-c2ccc3c(c2)OCCO3)c(O)c1
→ 0, 5%, ?, 2%, -0.7%, -2, -1%, 2, 6, -13%, -3%
#6 COc1ccc(Nc2ccc(C(F)(F)F)cc2[N+](=O)[O-])cn1
→ -32, 0%, 1%, 2%, -0.4%, nt, 7%, 14, 18, 4%, 0%
#7 O=C(CC1COc2ccccc2O1)NC1CCCCC1 (configuration not stated)
→ 2, -1%, -18%, 3%, -0.1%, 0, 16%, 11, -15, 10%, -6%
#8 Cc1ccc(C(=O)N(C)Cc2ccccc2)cc1S(=O)(=O)N1CCOCC1
→ 1, -1%, -4%, -2%, -0.2%, nt, -16%, -7, -9, 2%, 2%
#9 CC(=O)c1sc(NC(=O)CSC(C)C(=O)Nc2cc(C)on2)nc1-c1ccccc1 (configuration not stated)
→ 20, nt, ?, 0%, 0.4%, nt, 1%, 4, 8, -1%, nt
#10 CC(C)Cc1cc(C(=O)NCc2cccnc2)no1
→ -6, 1%, 4%, -1%, -0.5%, -3, -14%, 3, 0, -7%, -3%
#11 CC(NC(=O)C1CCCN1S(=O)(=O)c1ccccc1)c1ccccc1 (configuration not stated)
→ 5, nt, 1%, 3%, 0.3%, 3, 6%, -10, 1, 2%, nt
#12 O=C(COC(=O)c1ccccc1SCC(=O)N1CCCC1)Nc1ccccc1
→ -5, -7%, -1%, -1%, 0.2%, nt, 3%, -4, -3, -8%, 14%
#13 CN(CC(=O)Nc1ccccc1Cl)C(=O)COc1cccc2c1OC(C)(C)C2
→ -5, nt, -21%, 3%, -0.8%, nt, -1%, -5, 9, -16%, nt
#14 O=C(O)C(c1ccccc1)N1C(=O)c2ccccc2C1=O (configuration not stated)
→ 13, -7%, 3%, 1%, -1.0%, 1, 19%, -13, -10, -7%, 1%[11.5 µM]
#15 CCOC(=O)NC(=O)/C(C#N)=C/c1ccc(N(C)C)cc1
→ 2, 0%, 5%, 4%, 0.1%, -1, -4%, 12, -8, -28%, -3%
#16 CCOC(=O)CC(NC(=O)Cn1nnc(-c2ccccc2F)n1)c1ccc(OC)cc1 (configuration not stated)
→ -12, -1%, -2%, 0%, 0.3%, 1, -4%, -7, 1, -10%, -6%
#17 COc1cc(C)c(S(=O)(=O)NOCc2ccccc2)c(C)c1C
→ 12, -5%, 1%, 2%, -0.5%, 0, 7%, 3, 2, 1%, 9%
#18 CC1CCCCC1NC(=O)Cn1nnc(-c2ccc(Cl)cc2)n1 (configuration not stated)
→ -10, 1%, 10%, 0%, 0.1%, 2, 6%, -2, 8, 6%, -5%
#19 COc1ccc(N=C2SC(CC(=O)Nc3ccccc3)C(=O)N2CCN2CCOCC2)cc1 (configuration not stated)
→ -10, 12%, 0%, 2%, 0.1%, 5, -5%, 2, 26, 0%, 8%
#20 CCOc1ccc(/C=C/C(=O)c2cc(Br)ccc(=O)c2O)cc1
→ 12, 0%, ?, -5%, 4.3%, -2, -7%, 10, 0, 1%, 2%
#21 COc1cc2c(=O)n(CCC(=O)NCC3CCCO3)c(=O)n(CC(=O)Nc3ccc(C)c(C)c3)c2cc1OC (configuration not stated)
→ -13, -2%, 2%, 0%, 0.4%, 2, 3%, -19, -23, 5%, -4%
#22 O=C(O)c1cc([N+](=O)[O-])cc([N+](=O)[O-])c1N1CCN(c2cccc(C(F)(F)F)c2)CC1
→ 11, nt, 3%, 2%, -0.3%, 9, 2%, 6, 29, -7%, nt
#23 O=C(CN1CCN(c2ccc(Cl)cc2[N+](=O)[O-])CC1)N1CCOCC1
→ 9, 5%, -14%, 0%, 0.1%, 1, -3%, 13, 3, -4%, -10%
#24 O=C(NCC1CCCN(Cc2cccc(F)c2)C1)c1cccc2ccccc12 (configuration not stated)
→ -6, -4%, 2%, 1%, 0.3%, 2, 14%, 27, ?, -19%, 0%
#25 O=C(O)c1cc(-c2ccccc2Cl)n(-c2cccc(Cl)c2)n1
→ -15, -2%, 7%, -1%, 0.5%, -21, -1%, -2, -4, -18%, nt
#26 Cc1ccc(S(=O)(=O)N2CCCCC2)cc1NC(=O)CSCC(=O)O
→ -1, 1%, 5%, 1%, -0.2%, 6, 6%, -11, -4, -2%, 2%
#27 COc1ccc(N2CCN(C3=CC(=O)N(c4cccc(Cl)c4)C3=O)CC2)cc1
→ -16, 1%, 5%, 1%, 0.0%, 1, 2%, -11, -25, 7%, 4%
#28 CCOC(=O)N1CCN(C(=O)/C(=C/c2ccc(F)cc2)NC(=O)c2ccccc2)CC1
→ -3, -3%, -1%, 0%, 0.3%, 6, 10%, 20, 19, 16%, -1%
#29 COC(=O)c1ccc(CN2[C@H](C(=O)OC)C[C@@]3(O)[C@H](O)[C@H](O)[C@H](O)C[C@@H]23)cc1
→ 8, 5%, 3%, 0%, -1.0%, 0&0, 4%, -7, -7, 7%, 4%&-4%
#30 C#CCOCCOCCOCCNc1nc(N2CCOCC2)nc(N2CCN(C(=O)CCCCCCCCCCNC(=O)[C@@H]([C@H](C)CC)n3cc(CCCCCN)nn3)CC2)n1
→ -4, nt, -12%, -4%, -0.1%, nt, -15%, -17, -17, -14%, nt
#31 CN(C)CCN=c1cc(-c2ccccc2)oc2ccc(Cl)cc12
→ -8, -2%, 5%, -1%, 0.0%, 2, 0%, 3, 1, 12%, 1%
#32 Cc1nn(-c2ccccc2)c2c1C(c1c(C)[nH]c(C#N)c1C)C(C#N)=C(N)O2 (configuration not stated)
→ -9, -4%, 2%, 2%, 0.1%, -22, -2%, -4, -1, 9%, 2%
#33 CC(=O)N1c2ccc(S(=O)(=O)NCCC(=O)N(C)C3CCCCC3)cc2CC1C (configuration not stated)
→ 7, 7%, ?, 1%, -0.7%, 2, -5%, 6, -5, -3%, nt
#34 NC(=O)CCN(C(=O)c1cccc(S(=O)(=O)N2CCc3ccccc32)c1)c1ccccc1
→ 3, nt, 0%, 2%, 0.5%, nt, 1%, -27, 13, -2%, nt
#35 Fc1ccc(NCc2nnc(SCc3ccccc3)o2)cc1
→ 6, 6%, 27%, 1%, -1.0%, -1, 2%, -17, 3, -2%, -6%
#36 Cc1cc(-c2ccccc2C(=O)O)on1
→ -1, 4%, -1%, 3%, -0.5%, 0, -3%, 0, 1, 5%, 19%
#37 CCC1Oc2ccc(C)cc2N(Cc2cccc(C)c2)C1=O (configuration not stated)
→ -15, 0%, 6%, 1%, -0.1%, 4, nt, -3, -12, -22%, 3%
#38 CCOC(=O)CNc1nc(Cl)nc(N2CCCCC2)n1
→ 0, -2%, 7%, 0%, 0.5%, 1, -1%, 3, 3, 0%, 2%
#39 N#CC1(NC(=O)COC(=O)c2cc([N+](=O)[O-])ccc2N2CCCC2)CCCCC1
→ 38, nt, -1%, -7%, -1.0%, nt, 3%, 1, 18, 0%, nt
#40 N#Cc1cc([N+](=O)[O-])ccc1NC(=O)CSc1n[nH]c(=O)n1C1CC1
→ -8, nt, ?, 0%, 0.2%, nt, -9%, -2, 3, 5%, nt
#41 COc1ccc(-c2cc(C(=O)NN)n(-c3ccccc3)n2)cc1
→ -45, 0%, -7%, -2%, -0.2%, 0, 4%, -2, -13, -7%, -15%
#42 O=C(Nc1ccc(S(=O)(=O)NCc2ccco2)cc1)c1cccc(F)c1
→ 0, 1%, -5%, 0%, 0.0%, 1, 5%, -4, -11, ?, nt
#43 O=C1C(=O)N(CCCc2ccccc2)c2ccccc21
→ 3, 0%, ?, 2%, -1.0%, -5, -7%, -10, 1, -11%, ?

From PubChem BioAssay
